Vif-APOBEC3F blk = blocks the Vif interaction with APOBEC3F; HeLa A3F-eYFP + Vif (tagged APOBEC3F with the HIV-1 protein that degrades it), YFP fluorescence increase; Potency, µM (top dose mostly 46.1 µM), inactives show at the top dose activity, negative = active; 0.2% of 390,000 active; note: potency is the fitted concentration of half-maximal effect; % of control where 0% means no effect; nearly all actives have a fitted effect of over 65% in size
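Fluorescence increase (Ex 488/Em 500-530) after overnight compound treatment at 37 deg C flags inhibition of Vif-driven A3F-eYFP loss in stable HeLa A3F-eYFP/Vif cells seeded overnight beforehand.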
D1 antag = antagonists of human D1 dopamine receptor; P21728; HEK293 TREx D1 cells, calcium flux, dopamine EC80; hits give low values; activity change, negative = inhibition, % at 10 µM; 3.2% of 360,000 active; in the data active = activity change below about -30%; note: % is set by controls: 0 for no effect and ±100 for the full control effect
Target sequence (P21728 whole entry, looked up): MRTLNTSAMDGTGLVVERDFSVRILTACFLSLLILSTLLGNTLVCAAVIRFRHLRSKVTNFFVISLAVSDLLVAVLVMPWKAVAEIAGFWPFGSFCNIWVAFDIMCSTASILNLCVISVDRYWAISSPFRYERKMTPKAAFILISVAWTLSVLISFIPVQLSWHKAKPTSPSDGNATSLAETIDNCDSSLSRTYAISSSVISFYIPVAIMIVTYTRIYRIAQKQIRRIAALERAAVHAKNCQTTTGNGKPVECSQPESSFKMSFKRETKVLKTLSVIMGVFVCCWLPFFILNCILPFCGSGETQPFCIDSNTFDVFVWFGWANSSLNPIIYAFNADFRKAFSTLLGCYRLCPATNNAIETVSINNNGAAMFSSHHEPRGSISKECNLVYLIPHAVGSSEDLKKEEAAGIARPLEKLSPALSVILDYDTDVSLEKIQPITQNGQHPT
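Antagonism measured as reduced calcium response to an EC80 dopamine addition following 180 s compound pre-read; cells were inducible HEK293 Trex D1 plated overnight at 30 C, read kinetically at 1 cycle/sec.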
D2 PAM = positively modulates the human D2 dopamine receptor allosterically; HEK293 T-REx D2, calcium flux, EC20 dopamine potentiation; 0.34% of 340,000 active; potentiation, % at 10 µM;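 active = potentiation over 3 SD above the plate norm, cut at about 30% in these data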; note: 0% is about no effect
Target sequence (P14416 whole entry, looked up): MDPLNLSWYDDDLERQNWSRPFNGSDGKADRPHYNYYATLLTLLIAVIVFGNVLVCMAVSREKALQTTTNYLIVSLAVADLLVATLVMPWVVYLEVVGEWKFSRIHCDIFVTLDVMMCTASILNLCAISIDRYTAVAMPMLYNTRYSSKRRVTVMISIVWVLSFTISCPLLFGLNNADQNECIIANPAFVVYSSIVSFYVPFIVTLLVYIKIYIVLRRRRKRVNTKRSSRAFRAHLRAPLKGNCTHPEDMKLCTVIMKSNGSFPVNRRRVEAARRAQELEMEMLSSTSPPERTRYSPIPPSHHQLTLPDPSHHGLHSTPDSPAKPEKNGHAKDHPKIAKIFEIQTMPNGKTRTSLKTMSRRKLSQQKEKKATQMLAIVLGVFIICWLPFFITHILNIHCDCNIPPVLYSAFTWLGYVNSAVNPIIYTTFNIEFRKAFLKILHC
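Potentiation of an EC20 dopamine calcium response is measured in a force-coupled, tetracycline-inducible Hek293 Trex D2 line. Compound-only kinetic reads over 180 s flag agonists before dopamine addition.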
RXFP1 antagonist = antagonists of human relaxin receptor RXFP1; HEK293-RXFP1, relaxin-stimulated cAMP HTRF, 30 min; hits give low values; 0.59% of 350,000 active; activity change, negative = inhibition, % at 57.5 µM; AID 1259400; Q9HBX9;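 active = activity change of -60% or lower, but not beyond a set lower limit; inconclusive = change between -60% and -40%, or beyond the set limit; inactive = change above -40%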; note: % is set by controls: 0 for no effect and ±100 for the full control effect
Vif-APOBEC3G blk = Vif-A3G binding inhibition; Q9HC16; HeLa A3G-eYFP + Vif (tagged APOBEC3G with the HIV-1 protein that degrades it), YFP fluorescence, overnight; Potency, µM (titrated, usually from 46.1 µM), for inactives: top-dose activity, negative = active, usual class: inhibitors; 0.076% of 410,000 active;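 note: potency is the fitted concentration of half-maximal effect; % is set by controls: 0 for no effect and ±100 for the full control effect; nearly all actives have a fitted effect of over 60% in size; hits raise eYFP signal because A3G escapes Vif-driven loss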
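HeLa cells stably expressing Vif and C-terminally eYFP-tagged A3G, seeded overnight at 37 deg C, then exposed to compound by pintool overnight at 37 deg C. Rise in yellow fluorescence (Ex 488/Em 500-530, Acumen) marks blocked Vif-driven A3G degradation.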
D1 PAM = enhances dopamine response at the human D1 receptor; P21728; HEK293 TREx D1 cells, calcium flux, dopamine EC20 potentiation; potentiation, % at 10 µM; 0.036% of 360,000 active; AID 504651; in the data active = potentiation above about 30%; note: 0% is about no effect
D1 agonist = agonists of human D1 dopamine receptor | HEK293 T-REx D1 cells, calcium flux, agonist mode | activation, % at 2 µM | 1% of 360,000 active; in the data active = activation above about 30%; note: 0% is about no effect
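Inducible HEK293 T-REx D1 cells, force-coupled to calcium signalling, were plated at 4000 cells/well with tetracycline and held overnight at 30 C. After no-wash calcium dye loading, compound-evoked calcium rise over 180 s flagged agonists.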
RXFP1 ag = agonists of human relaxin receptor RXFP1. Q9HBX9. HEK293T-RXFP1 cAMP TR-FRET, 30 min; response scale: percent of porcine relaxin response, buffer zero. Potency, µM (doses to about 57.5 µM), inactives show at the top dose activation, usual class: activators. 0.3% of 370,000 active. AID 2676; note: potency is the fitted concentration of half-maximal effect; % is set by controls: 0 for no effect and ±100 for the full control effect; nearly all actives have a fitted effect of over 60% in size; many of its hits are not listed in these tables
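Agonist response is measured as cAMP accumulation in an RXFP1-transfected HEK293T line under PDE4 inhibition. Values are scaled between buffer-only and 29 nM porcine relaxin, and EC50s come from standard Hill equation fits.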
Glioma ERSR ind = induces the endoplasmic reticulum stress response in human glioma cells; U87-MG GRP78 promoter luciferase reporter, 16 h; Potency, µM, without a hit: at the highest dose activation, actives largely listed as activators; 0.02% of 420,000 active; note: potency is the fitted concentration of half-maximal effect; series mostly up to about 76 µM; % of control where 0% means no effect; nearly all actives have a fitted effect of over 35% in size
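ERSR induction read as luciferase luminescence (Bright-Glo, 10 min at room temperature) in stably transfected human U87-MG glioma cells exposed to compounds for 16 h, using GRP78 as sensor.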
An asterisk follows results filed as active; ? = inconclusive; nt = not tested or not shown; & = joins results of further samples. Unless noted, calls come from the whole dose curve; as a rule, active = well fitted curve in the direction sought with a large enough effect; inconclusive = small, poorly fitted or top-dose-only effect, or another doubt; inactive = no such curve, though single readings can be large; an effect the other way counts as inactive or inconclusive.

SMILES	Vif-APOBEC3F blk	D1 antag	D2 PAM	RXFP1 antagonist	Vif-APOBEC3G blk	D1 PAM	D1 agonist	RXFP1 ag	Glioma ERSR ind
CCCCOc1ccc(NC(=O)CN2CCN(CC)CC2)cc1	1%	2	-4	-7	-1%	-5	0	1.9%	-1%
CC(=O)OCc1c(C(F)(F)F)nn(C)c1SCc1ccc(Cl)cc1	2%	-3	-2	-24	3%	-9	11	-2.0%	-3%
Cc1cccc(C)c1NC(=O)c1cc(S(=O)(=O)N2CCC3(CC2)OCCO3)ccc1F	-1%	nt	nt	-1	2%	nt	nt	nt	-7%
CNc1nc(C)c(C(C)=O)cc1C#N	0%	-1	-2	-5	-3%	1	1	0.1%	-3%
COCCCn1c(=O)c2sccc2n(Cc2cccc(C)c2)c1=O	6%	-2	5	-2	-4%	-4	9	-5.1%	-1%
CCCN(c1ccccc1CC)S(=O)(=O)c1ccc2c(c1)CC(C)N2C(=O)C1CC1 (configuration not stated)	nt	6	6	-14	nt	-6	4	-0.3%	nt
COc1ccc(-n2ccnc2SCC(=O)Nc2cc(C)on2)cc1	1%	-21	11	2	-9%	-5	1	3.0%	-4%
CCNS(=O)(=O)c1ccc(CCC(=O)NCc2ccc3c(c2)OCO3)cc1	-10%	1	3	-3	0%	-2	1	-1.3%	-3%
CC1CCN(CCCNC(=O)c2ccc3c(=O)n(Cc4ccc(Cl)cc4)c(=S)[nH]c3c2)CC1	6%	0	-7	-21	4%	-8	12	-1.0%	-3%
FC(F)(F)c1cccc(NC(=S)NCc2ccc(Cl)cc2)c1	-15%	-51*	nt	-10	-9%	-8	24	1.6%	-4%

Results in RXFP1 antagonist, for some of the entries so far:
| mol | RXFP1 antagonist |
| --- | --- |
| CNc1nc(C)c(C(C)=O)cc1C#N | -5 |
| COCCCn1c(=O)c2sccc2n(Cc2cccc(C)c2)c1=O | -2 |
| CCCN(c1ccccc1CC)S(=O)(=O)c1ccc2c(c1)CC(C)N2C(=O)C1CC1 (configuration not stated) | -14 |

Next section:
SMILES	Vif-APOBEC3F blk	D1 antag	D2 PAM	RXFP1 antagonist	Vif-APOBEC3G blk	D1 PAM	D1 agonist	RXFP1 ag	Glioma ERSR ind
CC1(c2ccc(OC(F)F)cc2)NC(=O)N(CC(=O)Nc2ccc(F)cc2)C1=O (configuration not stated)	?	-1	7	3	-10%	-4	19	-1.7%	-1%
CC(=O)c1ccc(NC(=S)NCc2ccco2)cc1	8%	-22	2	-2	1%	-5	5	-0.5%	7%
COCCNC(=O)C1CC(c2cccc(F)c2)=NO1 (configuration not stated)	-1%	19	-10	nt	2%	5	2	-0.8%	-3%
CC(Cc1ccc(Cl)cc1)N1CCC(n2nccc2NC(=O)C2CCCC2)CC1 (configuration not stated)	1%	-18	-14	-9	-8%	-11	12	-0.4%	-2%
COc1ccc(C(=O)n2nc(-c3ccco3)nc2N)cc1OC	-11%	-8	6	10	-2%	0	1	7.3%	-1%
CCCCC(=O)NC(=S)Nc1nnn(CCC)n1	?	-11	6	-7	-14%	-5	2	-1.4%	-2%
C=CCn1c(N)nc2ccccc21	-12%	5	6	-2	-6%	-5	1	0.0%	-3%
CCOc1ccccc1/C=N/NC(=O)c1nnn(-c2nonc2N)c1CN1CCC(C)CC1	?	11	nt	1	-10%	2	-2	1.1%	-2%
COCCn1c(SCC(=O)N2CCCC2)nnc1-c1ccco1	10%	-2	6	-19	-3%	-2	1	-1.3%	-2%
COc1cccc(-c2nn(C)c3sc(C(=O)NCc4ccc(C)cc4)cc23)c1	2%&5%	-6&-11	-20&-13	-14&0	-10%&-5%	2&1	7&8	4.2%&0.4%	-1%&-3%
O=C(OCc1cc(=O)n2ccsc2n1)c1ccccc1NCCO	2%	nt	nt	0	-3%	nt	nt	nt	5%
Cc1ccc(CNS(=O)(=O)c2ccc3c(c2)N(C)CCO3)cc1	-8%	-21	2	25	1%	0	4	-1.9%	-4%
COC(=O)Cn1cc(C(=O)OC)c2ccccc21	-1%	21	-15	0	1%	-1	6	0.6%	-1%
Cc1ccc(NC(=O)Nc2ccc3c(c2)OCO3)cc1F	-3%	-21	-3	4	-3%	-3	7	-0.6%	1%
Nc1nnc(SCC(=O)Nc2cccnc2Cl)s1	4%	5	-2	5	-2%	-5	-1	2.4%	-4%
Cc1ccc(-c2nn(C)c(=O)c3ccccc23)cc1S(=O)(=O)NCCN1CCOCC1	-9%	20	6	1	-3%	0	-3	2.5%	0%
COC(=O)c1cccc(NS(C)(=O)=O)c1C	-5%	-11	1	-4	-5%	-1	4	0.1%	0%
O=C(Nc1ccnn1C1CCN(C(=O)c2cccc(Cl)c2)CC1)C1CCOC1 (configuration not stated)	0%	-4	-9	-3	-1%	3	4	-1.7%	-3%
O=C(c1csc2c1CCCC2)N1CCN(c2ccc(F)cc2)CC1	7%	1	5	-7	1%	1	1	-0.5%	-6%
Cc1ccc(NCc2nnc(SCC(=O)NNC(=O)Cc3ccccc3)n2C)cc1	1%	1	15	-2	6%	-8	4	5.7%	3%
O=[N+]([O-])c1ccc(N/N=C/c2cccs2)nc1	?	nt	nt	-10	-13%	nt	nt	nt	8%
CN(C(=O)c1ccccc1C(=O)OCC(=O)Nc1ccc(S(N)(=O)=O)cc1)c1ccccc1	-19%	-22	-5	-1	0%	1	3	-0.7%	-4%
CC(=O)Nc1cc(S(=O)(=O)Nc2ccc(C)cc2)c(C)cc1C	1%	4	-6	1	1%	1	6	0.3%	-4%
Cc1ccc(C(=O)NC(=S)NNS(=O)(=O)c2ccccc2)cc1	-2%	-14	3	?	2%	0	2	1.9%	3%
COCCNC(=O)C1(C)Oc2ccccc2NC1=O (configuration not stated)	nt	13	-7	-3	-1%	-9	-3	-0.8%	-2%
O=C(Cn1c(=O)[nH]c2ccsc2c1=O)NC1CCCCCC1	-4%	12	5	-3	1%	-4	-1	8.2%	-1%
CC(C)(C)C1CCc2onc(C(=O)Nc3ccc4c(c3)OCO4)c2C1 (configuration not stated)	-2%	8	-3	4	-2%	-4	4	3.7%	1%
c1csc(C2CCCN2c2nc3nonc3nc2NC2CC2)n1 (configuration not stated)	-10%	-4	15	-12	1%	3	3	-1.2%	-3%
O=C(CNC(=O)C(c1ccccc1)c1ccccc1)N/N=C/c1ccc(O)cc1O	-6%	6	5	-1	-13%	3	18	0.4%	1%
CC1CC(C)CN(C(=O)CNS(=O)(=O)c2ccc(Br)s2)C1 (configuration not stated)	-7%	-20	12	-22	0%	-9	3	-0.9%	2%
C=CCn1c(-c2ccc(Cl)cc2)ccc(C#N)c1=O	-9%	-8	41*	-13	-11%	-7	19	2.5%	-2%
Cc1cc2cc(C(c3nnnn3Cc3ccccc3)N3CCc4ccccc43)c(=O)[nH]c2cc1C (configuration not stated)	1%	0	-2	4	-2%	-3	5	0.3%	-4%
COc1cc(OC)c(OC)cc1/C=N/NC(=S)NCCN1CCOCC1	12%	-13	-8	-7	0%	-4	3	-1.5%	0%
Cc1ccc(CCN2CC(C(=O)NC3CCCC3)CC2=O)cc1 (configuration not stated)	2%	1	-4	-7	4%	-2	-1	0.0%	-4%
COc1ccc(OC)c2c1cc(C(=O)N[C@@H](C)C(=O)N[C@@H](C(=O)O)c1ccccc1)n2C	0%	10	14	3	-6%	4	2	2.2%	1%
Cc1cc(/C=N/NC(=O)CC2(C)OCCO2)c(C)n1-c1ccc(Cl)c(Cl)c1	1%	10	8	-5	-6%	1	14	-0.5%	-5%
COc1ccc(/C=C2\SC(=S)N(CC(=O)OCC(=O)Nc3cc(Cl)cc(Cl)c3)C2=O)cc1	0%	-12	-5	-15	-1%	-2	8	-3.0%	8%
O=C(C1CCN(S(=O)(=O)c2cccs2)CC1)N1CCCCC1	-3%	-1	3	4	1%	-8	-1	2.4%	0%
Cc1ccc(C)c(NC(=S)N/N=C2/CCCCc3ccccc32)c1	2%	15	2	-17	4%	10	7	6.6%	-5%
Cc1c(CC(=O)NCCC(C)C)c(=O)oc2cc3c(cc12)CCC(C)(C)O3	4%	-1	4	3	-5%	-1	4	-0.6%	-3%

Next section, starting with the last four of the part before.
SMILES	Vif-APOBEC3F blk	D1 antag	D2 PAM	RXFP1 antagonist	Vif-APOBEC3G blk	D1 PAM	D1 agonist	RXFP1 ag	Glioma ERSR ind
COc1ccc(/C=C2\SC(=S)N(CC(=O)OCC(=O)Nc3cc(Cl)cc(Cl)c3)C2=O)cc1	0%	-12	-5	-15	-1%	-2	8	-3.0%	8%
O=C(C1CCN(S(=O)(=O)c2cccs2)CC1)N1CCCCC1	-3%	-1	3	4	1%	-8	-1	2.4%	0%
Cc1ccc(C)c(NC(=S)N/N=C2/CCCCc3ccccc32)c1	2%	15	2	-17	4%	10	7	6.6%	-5%
Cc1c(CC(=O)NCCC(C)C)c(=O)oc2cc3c(cc12)CCC(C)(C)O3	4%	-1	4	3	-5%	-1	4	-0.6%	-3%
COc1ccc(/C=C2\N=C(c3c(-c4ccccc4)noc3C)OC2=O)cc1OC	-6%	-4	6	1	1%	-12	2	5.1%	-3%
Nc1nc2cc(Br)ccc2o1	7%	nt	nt	1	-12%	nt	nt	nt	-1%
Cc1cc(C)n2c(Nc3ccc4c(c3)OCCO4)c(-c3ccco3)nc2n1	nt	-8	13	nt	nt	-8	2	1.5%	nt
CC1(c2ccncc2)Nc2ccccc2-c2nc3ccccc3n21 (configuration not stated)	-2%	2	-3	1	-1%	-1	0	1.1%	7%
Cc1ccc(/C=N/Nc2nc3ccccc3s2)o1	?	18	8	-34	1%	8	6	4.8%	-6%
O=[N+]([O-])c1ccc(C(O)CN2CCN(c3ccccc3)CC2)cc1 (configuration not stated)	-34%	-1	-20	-18	1%	2	5	3.6%	-2%

Only part of the results is shown; rates above refer to the full screens.
